Screens from PubChem BioAssay.
MBNL1 CUG block: inhibitors of human MBNL1 binding to CUG repeat RNA | Q9NR56 | TR-FRET MBNL1-His/biotin-(CUG)12 binding, 665/545 ratio | Potency, µM (series often up to 57.5 µM), inactives show top-dose activity change, negative = inhibition, usual class: inhibitors | 280,000 tested, 0.036% active | AID 2675; active = well fitted inhibition curve with a large enough effect in the signal ratio, with a control signal flat, not every such curve was filed as active; inconclusive = small, poorly fitted or top-dose-only effect, or effect the other way, or a change in a side signal; inactive = no such curve, though single readings can be large or run the other way; the % refers to the signal ratio; also: % is scaled to controls: 0 for no effect and ±100 for the full control effect
Target sequence (Q9NR56 whole entry, looked up): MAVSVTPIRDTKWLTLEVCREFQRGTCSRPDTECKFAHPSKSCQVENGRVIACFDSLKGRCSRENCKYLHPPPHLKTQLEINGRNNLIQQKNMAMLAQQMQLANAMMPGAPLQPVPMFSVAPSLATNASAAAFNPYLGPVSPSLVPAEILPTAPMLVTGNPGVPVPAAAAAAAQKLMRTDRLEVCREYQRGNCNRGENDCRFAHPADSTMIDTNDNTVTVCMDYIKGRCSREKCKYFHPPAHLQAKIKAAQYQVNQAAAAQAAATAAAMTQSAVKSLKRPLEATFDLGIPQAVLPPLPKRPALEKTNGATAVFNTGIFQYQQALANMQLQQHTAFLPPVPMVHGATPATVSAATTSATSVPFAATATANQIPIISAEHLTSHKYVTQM
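His-tagged MBNL1 binding to biotinylated (CUG)12 RNA was measured by TR-FRET using terbium anti-His antibody (0.055 ng/ul final) and streptavidin-XL665 (5 nM final). Compounds were titrated 92 nM to 58 uM; 60 min at room temperature.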
BRCA1 expr act: increases BRCA1 expression; MCF7-BRCA1-FFLuc reporter, luminescence, 48 h; response scale: scaled: vehicle 0%, 10 µM genistein 100%; Potency, µM (doses to about 46.1 µM), for the others: at the highest dose activation, hits mostly activators; 380,000 tested, 1.1% active; AID 624202; also: nearly all actives have a fitted effect of over 80% in size; some results filed as inactive show a strong effect at the top dose
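Activators of BRCA1 expression were detected as increased firefly luciferase luminescence in engineered MCF7 cells after 48 h compound incubation. Signals were scaled to genistein 10 microM as full activation.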
Gal4-VP16 FLuc: counter-screen for ROR gamma inhibitors: Gal4-VP16 reporter. Drosophila S2 Gal4-VP16 UAS-luciferase, luminescence, 20 h. 310,000 tested, 3.5% active. Potency, µM (highest dose often 53.6 µM), for the others: at the highest dose activity, negative = inhibition, usual class: inhibitors;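 also: Gal4-VP16 expression switched on by copper sulfate through the metallothionein promoter; % is scaled to controls: 0 for no effect and ±100 for the full control effect; nearly all actives have a fitted effect of over 50% in size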
FLuc counter: inhibits or activates purified firefly luciferase, miR-21 counter-screen. P08659. purified FLuc, Km substrates, luminescence inhibition. Potency, µM (series often up to 57.5 µM), without a hit: top-dose activity change, negative = inhibition, usual class: inhibitors. 360,000 tested, 6.9% active;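 also: plate controls were vehicle for no effect and reference inhibitor for full effect; nearly all actives have a fitted effect of over 55% in size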
Target sequence (P08659 whole entry, looked up): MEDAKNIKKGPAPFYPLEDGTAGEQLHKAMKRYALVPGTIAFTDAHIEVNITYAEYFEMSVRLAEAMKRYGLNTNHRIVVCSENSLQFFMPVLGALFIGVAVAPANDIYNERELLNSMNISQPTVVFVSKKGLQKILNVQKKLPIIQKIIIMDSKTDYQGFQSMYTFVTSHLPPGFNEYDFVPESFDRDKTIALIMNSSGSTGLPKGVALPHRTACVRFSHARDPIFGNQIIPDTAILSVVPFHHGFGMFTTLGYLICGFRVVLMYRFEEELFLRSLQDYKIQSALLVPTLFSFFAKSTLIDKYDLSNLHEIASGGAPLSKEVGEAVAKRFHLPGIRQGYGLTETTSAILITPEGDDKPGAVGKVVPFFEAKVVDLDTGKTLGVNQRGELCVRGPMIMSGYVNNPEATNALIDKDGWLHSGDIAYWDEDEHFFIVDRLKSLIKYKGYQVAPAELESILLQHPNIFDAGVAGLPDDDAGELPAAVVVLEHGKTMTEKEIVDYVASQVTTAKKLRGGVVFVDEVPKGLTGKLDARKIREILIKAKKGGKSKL
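Biochemical qHTS of compounds, final roughly 60 µM downward over six points, against 10 nM purified firefly luciferase using Km concentrations of substrates (10 uM D-luciferin, 10 uM ATP) in Tris acetate pH 7.5 buffer; luminescence output.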
RORg inh: inhibitors of mouse ROR gamma transcriptional activity; Drosophila S2 Gal4-RORgamma UAS-luciferase reporter, 20 h; Potency, µM (series often up to 53.6 µM), for inactives: at the top dose activity change, negative = inhibition, hits mostly inhibitors; P51450; 310,000 tested, 5.4% active; also: % is scaled to controls: 0 for no effect and ±100 for the full control effect; nearly all actives have a fitted effect of over 60% in size
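Read-out: Photinus luciferase luminescence; inhibitors lower reporter signal. Insect Schneider cells with Gal4-ROR gamma fusion under metallothionein promoter, UAS reporter; 700 uM final copper sulfate induction, 20 hr, ambient temperature.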
uPA generation: inhibitors of cell surface uPA generation; AID 540303; 330,000 tested, 0.31% active; cell surface uPA generation assay, qHTS; Potency, µM (highest dose often 38.3 µM), for inactives: top-dose activity change, negative = inhibition, hits mostly inhibitors; active = well fitted inhibition curve with a large enough effect; inconclusive = small, poorly fitted or top-dose-only effect; inactive = no such curve, though single readings can be large or run the other way; tested in mouse RAW 264.7 cells; also: % is scaled to controls: 0 for no effect and ±100 for the full control effect; nearly all actives have a fitted effect of over 55% in size
Rab9 promoter act: activators of Rab9 promoter. AID 485297. Potency, µM (titrated, usually from 9.22 µM), inactives show at the top dose activation, negative = inhibition, actives largely listed as activators. 320,000 tested, 2.8% active. Huh7 Rab9 promoter-luciferase reporter, luminescence, 24 h; also: % of control where 0% means no effect; nearly all actives have a fitted effect of over 60% in size
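Stable Rab9-luc Huh7, 1500 cells/well, 2 h settle; cmpd in DMSO, 24 h, 37 °C/5% CO2; luciferase reagent 10 min RT; luminescence.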
p53 reactivation: re-activators of mutant p53 | H1299 p53-A138V BP100-luciferase reporter, luminescence, 24 h | 320,000 tested, 0.063% active | Potency, µM (doses to about 92.2 µM), inactives show at the top dose activity change, positive = activation, hits mostly activators | AID 504706; also: % of control where 0% means no effect; nearly all actives have a fitted effect of over 45% in size
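p53-null H1299 cells stably carrying temperature-sensitive p53-A138V and a BP100-luciferase reporter were pinned with compounds (4-point, 1:5 series) and held 24 hrs at 37 deg C. Luminescence was read 10 min after detection reagent.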
ELG1 genotox: inducers of genotoxicity in HEK293T ELG1-luciferase cells; 330,000 tested, 1.3% active; HEK293T ELG1-luciferase reporter, luminescence, 16 h; Potency, µM (doses to about 46 µM), inactives show at the top dose activity change, positive = activation, usual class: activators; AID 504466; also: % of control where 0% means no effect; nearly all actives have a fitted effect of over 60% in size
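Genotoxic stress is detected as increased luminescence from luciferase-tagged ELG1 in HEK293T cells, measured with ONE-Glo after a 16 hr treatment at 37 °C.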
MLL CXXC-DNA inh: blocks binding of human MLL CXXC domain to DNA. Q03164. Potency, µM (series often up to 115 µM), without a hit: top-dose activity change, negative = inhibition, most hits filed as inhibitors. 290,000 tested, 0.037% active. MLL-CXXC / FITC-HOXA9 DNA fluorescence polarization; active = well fitted inhibition curve with a large enough effect in the polarisation, with a control signal flat, not every such curve was filed as active; inconclusive = small, poorly fitted or top-dose-only effect, or effect the other way, or a change in a side signal; inactive = no such curve, though single readings can be large or run the other way; the % refers to the polarisation
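Steps: dispense CXXC domain solution (7 uM) → pin compounds or unlabeled HOX-A9 DNA control → 5 min ambient → add FLSN-HOX-A9 solution (50 nM) → spin → 30 min ambient → fluorescence polarization. Tris pH 7.5/NaCl/DTT/BSA buffer.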
NPC1 promoter act: activators of NPC1 promoter | 320,000 tested, 2.4% active | Huh7 NPC1 promoter luciferase reporter, 24 h | Potency, µM (doses to about 9.22 µM), without a hit: at the highest dose activation, usual class: activators;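 also: % of control where 0% means no effect; nearly all actives have a fitted effect of over 60% in size; reporter is driven by a mutant NPC1 promoter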
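Cells: Huh7 expressing luciferase under the NPC1 promoter, 1500/well. Seeded 2 h, compound added, incubated 24 h at 37 °C. Luciferase reagent, 10 min ambient, then luminescence.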
* hit, by the source's call; u = inconclusive; x = no result given; [ ] = another dose, or the depositor's remark. Unless noted, calls follow the shape of the dose curve; as a rule, active = well fitted curve in the direction sought with a large enough effect; inconclusive = small, poorly fitted or top-dose-only effect, or another doubt; inactive = no such curve, though single readings can be large; an effect the other way counts as inactive or inconclusive. Potency is read from the fitted curve at half-maximal effect. This is a subset (hit frequency here may not be typical).

The line under a structure holds: MBNL1 CUG block, BRCA1 expr act, Gal4-VP16 FLuc, FLuc counter, RORg inh, uPA generation, Rab9 promoter act, p53 reactivation, ELG1 genotox, MLL CXXC-DNA inh, NPC1 promoter act
> COc1ccc(CNC(=O)C(C)NC(=O)c2cc3ccccc3o2)cc1 (stereo not given)
  -6%, -20%, 2%, -1%, 37%, 9%, -2%, u, -5%, 3%, -2%
> CC1CCCN(C(=O)CSc2nnc(-c3ccco3)n2C)C1 (stereo not given)
  -2%, 0%, 4%, 1%, -2%, 2%, -2%, 0%, 4%, 34%[activator], -7%
> Cc1ccc(C)c(C2=NNC(=NCc3ccccc3)SC2)c1
  1%, -24%, u, -15%, 7.9µM*, 2%, 1%, 1%, -10%, 24%, 11%
> NNC(=O)C1=NOC2COC3(CCN(c4ncccn4)CC3)OCC12 (stereo not given)
  10%, 2%, -5%, 0%, -14%, -2%, -1%, 0%, 0%, -2%, -3%
> CCn1c(SCC(=O)c2ccc(Cl)cc2)nnc1-c1ccoc1C
  -1%, -20%, u, u, u, -2%, -2%, u, -1%, -8%, 0%
> CC(C)c1ccc(/C=C/C(=O)Nc2ccc(CN3CCOCC3)cc2)cc1
  12%, -100%[inhibitor], u, 12µM*, u, -1%, -21%, 2%, -15%, 17%, -14%
> COc1cc(NC(=O)c2cc(-c3cccs3)on2)cc(OC)c1OC
  2%, -61%, -1%, u, 14%, -7%, -2%, -6%, -5%, -11%, -13%
> Cc1onc(C(=O)N2CCN(c3ccccc3F)CC2)c1-c1ccccc1Cl
  -15%, -27%, 2%, -15%, u, 2%, -2%, 2%, -7%, 15%, -1%
> Cc1cc(C)c(NC(=O)CSc2nc(=O)n(CCN3CCOCC3)c3c2CCC3)c(C)c1
  x, -4%, x, -1%, x, 1%, -1%, -5%, 2%, x, 3%
> COc1cccc(C(=O)O/N=C(\N)c2ccc([N+](=O)[O-])cc2)c1
  u, 22%, -22%, 2.4µM*, 6%, 4%, 29%, 1%, 17%, 3%, 8%
> Cc1cc2cc3c(cc2nc1SCC(=O)Nc1c(C)cccc1C)CCC3
  -1%, -32%, -1%, 0%, -17%, 0%, 0%, -5%, 1%, 10%, -12%
> Clc1cccc(CSc2ccc(-c3ccco3)nn2)c1
  10%, 62%, u, 21µM*, 12%, 1%, 27%, 6%, 8%, -7%, 12%
> CC(C)n1cc([C@@H]2C[C@H]3CN(Cc4cccc(Cl)c4)C(=O)[C@]34CCCN24)cn1
  -15%, -40%, 1%, 5%, 3%, -2%, 15%, 0%, -6%, 16%, -3%
> Cc1ccc(C)c(-c2cc(C(=O)Nc3cccnc3)c3ccccc3n2)c1
  6%, -45%, 14%, 1%, 10%, -15%, 11%, -2%, -15%, u, -1%
> Cc1ccc(NC2=NCC(=O)N2Cc2cccs2)cc1C
  3%, 14%, 7%, -4%, u, -1%, 13%, 3%, 14%, 2%, 2%
> CC(C)CC(C(=O)Nc1oc(-c2ccccc2)c(-c2ccccc2)c1C#N)N1C(=O)c2ccccc2C1=O (stereo not given)
  -9%, 0%, -7%, 2%, u, 4%, -2%, -9%, -4%, -5%, -4%
> CCOC(=O)C1(CCCc2ccccc2)CCN(C(=O)c2ocnc2C)CC1
  -3%, -27%, 10%, 3%, 9%, -5%, -6%, -1%, -7%, -9%, 0%
> CSc1nsc(SCC(=O)Nc2ccc(O)c(C(=O)O)c2)n1
  -2%, -1%, 23%, -16%, 0%, -2%, 4%, 6%, 3%, 43%[activator], -1%
> CCOc1ccc(NS(=O)(=O)N(C)C)cc1
  -1%, 48%, 7%, 2%, -6%, -5%, -2%, 10%, -8%, -1%, -3%
> CNc1nc(N)nc(OC(C(F)(F)F)C(F)(F)F)n1
  3%, -7%, -3%, 0%, 14%, 12%, -4%, 2%, 2%, 5%, -1%
> CC(C)c1ccccc1NS(=O)(=O)c1cccs1
  -7%, -1%, 9%, -1%, -41%, 0%, -2%, 0%, -12%, 1%, -32%[inhibitor]
> CC1(c2ccc(OC(F)F)cc2)NC(=O)N(CC(=O)Nc2ccc(Cl)cc2F)C1=O (stereo not given)
  -3%, -44%, 5%, 4%, 14%, -1%, -1%, 5%, 10%, 13%, -1%
> COc1ccc(NS(=O)(=O)c2ccc(N)c(C(=O)O)c2)cc1
  6%, 14%, 0%, 0%, -9%, -3%, 7%, 1%, 0%, -3%, -3%
> CCOC(=O)N1CCN(C(=O)CNCc2cccs2)CC1
  -1%, 2%, 1%, -1%, 38%, -2%, -3%, 4%, 5%, -3%, 1%
> COc1cc(N=Nc2ccc3ccccc3c2)ccc1O
  15%, 5µM*, -29%, 5.4µM*, 13%[1.91 µM], 3.2µM*, u, x, 12µM*, 21%, 3.2µM*
> O=C(COc1ccc(=O)n(-c2ccccc2)n1)Nc1ccccc1
  u, -7%, -8%, 1%, -16%, 0%, -1%, 4%, -7%, 4%, -1%
> CC(C)C[C@H](NC(=O)N1CC(=O)Nc2ccccc21)C(=O)N[C@H](C(=O)O)c1ccccc1
  -4%, -3%, -1%, -2%, -9%, -6%, -1%, 8%, -3%, -5%, -1%
> O=c1c(Cc2ccc(Cl)cc2)c(O)ccn1Cc1cccc(Cl)c1
  -4%, -19%, -8%, -3%, u, 2%, -3%, -11%, -4%, 0%, 2%
> COCCn1c(SCC(=O)NCc2ccco2)nnc1C(C)C
  2%, -20%, -9%, 4%, 15%, 3%, -4%, 8%, -2%, 5%, 2%
> COc1ccc(CN(Cc2ccco2)S(=O)(=O)c2ccc(S(=O)(=O)N3CCCC3)cc2)cc1
  8%, 9%, 1%, 5%, 0%, 4%, -1%, -2%, 3%, 8%, 0%
> CNCc1cc2ccc(C)cc2[nH]c1=O
  2%, -14%, -2%, -1%, -24%, 2%, -5%, -15%, -2%, 0%, 2%
> CCCc1nc2c(C)cc(C)cc2c(N)c1CC
  u, -41%, -8%, 5%, -15%, x, 1%, -12%, -3%, -7%, 1%
> O=C(Oc1ccc(OC(=O)c2ccco2)c(S(=O)(=O)c2ccc(Br)cc2)c1)c1ccco1
  -10%, -16%, u, -9%, u, 4%, 6%, 2%, -3%, 118%[activator], 2%
> COc1ccc(Cl)cc1N(C)C(=O)CCc1nc(-c2ccc(C)cc2)no1
  -13%, -39%, -4%, 3%, u, 26%, -1%, -11%, -12%, -2%, -7%
> O=C(CSc1nnc(NC(=O)c2ccccc2F)s1)NCc1ccco1
  -8%, 72%, -7%, 8.5µM*, -28%, 7.9µM*, 4µM*, 25%, 16µM*, -9%, 3.5µM*
> Cc1c(C(=O)N2CCN(Cc3ccc4c(c3)OCO4)CC2)sc2ncnc(N3CCN(c4ccccc4F)CC3)c12
  0%, -78%, -21%, u, u, 1%, -28%, -1%, -17%, 25%, -26%
> O=C(NC(=S)Nc1ccccc1N1CCCCC1)c1ccco1
  u, -29%, 4µM*, -3%, 3.2µM*, 3%, 0%, u, -3%, 3%, -3%
> O=C(O)/C(=C\c1cccc(C(F)(F)F)c1)c1ccc(S(=O)(=O)N2CCCC2)s1
  x, -8%, x, 7%, x, 4%, 2%, -3%, -1%, x, -1%
> CCOC(=O)c1ccc(-c2c(-c3cc(OC)c(OC)c(OC)c3)noc2C)cc1F
  -7%, -38%, 2%, -3%, -24%, u, -26%, 18%, 12%, 2%, -22%
> Cc1ccnc(NC(=O)C2CC(=O)N(Cc3ccccc3)C2)c1 (stereo not given)
  x, 0%, x, 6µM*, x, -3%, -5%, 8%, 3.3µM*, x, -2%
> COc1ccc(C(=O)Cc2nnc(C)s2)cc1
  -16%[11.5 µM], 7.1µM*, -22%, 19µM*, -6%, 0%, u, u, u, 11%, u
> Cc1ccc2c(c1)N(C(=O)CCC(=O)N1CCOCC1)CCO2
  18%, 6%, -6%, 1%, -24%, -1%, -2%, 3%, 1%, x, -5%
> Cc1nc2c([nH]c3ccc(Br)cc32)s1
  -7%, 18%, x, -16%, -11%[0.365 µM], -8%, 0%, -10%, 11%, -9%, 10%
> CCOC(=O)c1nn(-c2ccccc2C)c2nc(CC(C)C)c(C#N)c(=O)n12
  9%, -1%[1.84 µM], -6%, 1%, -4%, -3%, 1%, -2%, -3%, 2%, -1%
> O=C1CN2C(=Nc3ccc(Br)cc3C2c2ccccc2)CCN1 (stereo not given)
  5%, 17%, -4%, 3%, 1%, 2%, -1%, -6%, 1%, -10%, 1%
> CCOc1ccc(N2C(=O)CC(Sc3nc(-c4cccs4)cc(C(F)(F)F)c3C#N)C2=O)cc1 (stereo not given)
  -5%, -18%, -5%, -1%, 15%, 13%, 0%, 4%, -1%, 23%, -4%
